Source: PubChem BioAssay
PAFAH2 FP inh – inhibitors of human PAFAH2 | Q99487 | inhibition, % at 3.39 µM | AID 492956 | actives 0.99% (n = 340,000) | recombinant PAFAH2, FP-rhodamine activity probe, fluorescence polarization;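 active = inhibition above the mean over all tested compounds plus 3 SD, cut at about 30% in these data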;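 note: inhibitors block probe labeling of enzyme so polarization drops; 0% = enzyme with DMSO and 100% = wells lacking PAFAH2 protein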
Fh CTSL1 inh – cathepsin L1 inhibition, PFM18AAP counter-screen; recombinant F. hepatica cathepsin L1, Z-Leu-Arg-MCA fluorescence; inhibition, % at 5.96 µM; actives 0.49% (n = 300,000); AID 1906;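 active = inhibition above the mean of all tested compounds plus 3 SD, set per screening campaign, cut at about 17% in these data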;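 note: 0% = plate median of test compound wells and 100% = 1 µM Z-Phe-Ala-diazomethylketone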
TPT1 inhibitor – C. albicans TPT1 enzyme inhibition. recombinant caTPT1, FP RNA substrate dephosphorylation. inhibition, % at 5 µM. actives 0.81% (n = 300,000). AID 1962;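 active = inhibition above the mean of all tested compounds plus 3 SD, set per screening campaign, cut at about 24% in these data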;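 note: plate controls were DMSO alone for no effect and ferristatin control at 100 nM for full effect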
core dimer inh – HCV core protein dimerization inhibition | TR-FRET GST/Flag-core106 dimerization, 1536-well | inhibition, % at 5 µM | actives 0.33% (n = 300,000) | AID 1899;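 active = inhibition above the mean of all tested compounds plus 3 SD, set per screening campaign, cut at about 45% in these data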
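Material: GST/Flag-tagged HCV core106 proteins. Incubation: 4 h, 22.5 °C incubation. Read-out basis: inhibition (%) from 671 over 617 nm ratio. Measured by: TR-FRET, excitation 340 nm, emission 617 and 671 nm.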
proCasp7 act – counter-screen for procaspase-3 activators: activators of human procaspase-7; P55210; recombinant procaspase-7, Ac-DEVD-pNA absorbance 405 nm; D23A/D198A/D206A triple mutant, cannot self-cleave; scale: DMSO 0, 5 µM enzyme 100; activation, % at 8.5 µM; actives 0.093% (n = 330,000);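 active = percent activation above the screen-wide mean plus 3 SD, cut at about 25% in these data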
Target sequence (P55210 whole entry D23A/D198A/D206A): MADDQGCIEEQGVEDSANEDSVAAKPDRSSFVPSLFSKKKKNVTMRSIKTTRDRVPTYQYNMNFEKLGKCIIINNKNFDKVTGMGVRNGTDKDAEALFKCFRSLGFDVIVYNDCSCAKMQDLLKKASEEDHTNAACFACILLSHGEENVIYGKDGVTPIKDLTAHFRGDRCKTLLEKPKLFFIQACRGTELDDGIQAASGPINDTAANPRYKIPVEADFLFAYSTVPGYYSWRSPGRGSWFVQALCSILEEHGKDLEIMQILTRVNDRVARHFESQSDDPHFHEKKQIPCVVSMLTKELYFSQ
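Material: Procaspase-7 triple mutant (PC-7 D3A) | Quantity: 2 µM procaspase-7 mutant as dispensed | Reagent: DEVD-pNA substrate | Times: 1 h preincubation, 2 h reaction | Technique: 405 nm absorbance of p-nitroaniline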
PP5 primary – inhibitors of human protein phosphatase 5 (PP5); P53041; purified PP5c, OMFP substrate fluorescence; inhibition, % at 6.7 µM; actives 0.18% (n = 320,000); AID 1987;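 active = inhibition above the campaign's mean inhibition across all tested compounds plus 3 SD, cut at about 9.5% in these data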;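 note: 0% = DMSO only and 100% = 100 µM cantharidin control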
Target sequence (P53041 whole entry, looked up): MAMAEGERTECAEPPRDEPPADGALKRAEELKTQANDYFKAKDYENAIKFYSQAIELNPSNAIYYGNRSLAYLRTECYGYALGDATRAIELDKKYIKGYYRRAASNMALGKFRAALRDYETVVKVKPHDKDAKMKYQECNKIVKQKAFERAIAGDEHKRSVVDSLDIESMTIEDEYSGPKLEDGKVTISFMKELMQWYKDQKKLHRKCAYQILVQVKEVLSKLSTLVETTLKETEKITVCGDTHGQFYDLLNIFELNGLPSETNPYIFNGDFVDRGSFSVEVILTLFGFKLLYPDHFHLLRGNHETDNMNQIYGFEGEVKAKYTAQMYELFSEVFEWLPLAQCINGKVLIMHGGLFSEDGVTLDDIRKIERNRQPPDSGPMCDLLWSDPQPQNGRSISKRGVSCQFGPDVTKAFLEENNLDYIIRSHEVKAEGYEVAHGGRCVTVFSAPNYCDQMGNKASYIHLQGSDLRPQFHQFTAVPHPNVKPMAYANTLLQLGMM
AHR act – activates the human aryl hydrocarbon receptor. AHR-responsive luciferase reporter cells, luminescence. P35869. actives 2.5% (n = 320,000). activation, % at 5 µM; in the data active = activation above about 47%;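 note: 0% = vehicle wells and 100% = reference agonist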
proCasp3 act – procaspase-3 (human) activation; P42574; recombinant procaspase-3 D3A, Ac-DEVD-pNA absorbance 405 nm; activation, % at 8.5 µM; actives 0.11% (n = 330,000);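 active = activation above the mean of all tested compounds plus 3 SD, cut at about 21% in these data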;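 note: 0% = DMSO alone and 100% = DMSO wells spiked with extra 5 µM PC-3 D3A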
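assay system = Procaspase-3 D3A mutant | signal = absorbance at 405 nm, 0 and 120 min | times = 1 h preincubation plus 2 h reaction at 25 °C | repeats = single replicate | read-out = % activation between DMSO and enzyme-spiked controls | medium = Zinc-free HEPES saline buffer with Triton X-100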
PP1 inh – PP1-alpha (human) inhibition in PP5 counter-screen; purified PP1alpha, OMFP fluorescence; inhibition, % at 6.7 µM; actives 0.9% (n = 320,000); AID 2235;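 active = inhibition above the mean inhibition of all tested compounds plus 3 SD, computed separately for each screening campaign, cut at about 15% in these data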
* marks the source's active call; other numbers are inactive results; nt = not tested or not shown. This is a subset; rates above refer to the full screens.

Compound	PP1 inh	core dimer inh	PP5 primary	TPT1 inhibitor	proCasp7 act	PAFAH2 FP inh	AHR act	Fh CTSL1 inh	proCasp3 act
CCCC[N+]1(C)[C@@H]2CC(OC(=O)[C@H](CO)c3ccccc3)C[C@H]1[C@@H]1O[C@@H]12 (stereo not given in full)	-2	7	1.1	-5	8	-6	-8	-2	1
COC(=O)Cn1cc(C=C2C(=O)N(C)C(=O)N(C)C2=O)c2ccccc21	-3	7	5.0	17	-9	nt	11	-2	-2
O=[N+]([O-])c1cc(Cl)c(Cl)cc1Cl	-4	nt	0.3	nt	17	2	3	nt	4
CC1CCCCC1NC1CCN(C)CC1 (stereo not given)	-1	2	2.2	-2	-5	0	-1	-1	7
CN(C)C(=O)Oc1ccc2c(c1)O/C(=C\c1ccccc1)C2=O	2	1	4.3	-4	5	4	6	3	0
Cc1cc(OCC(=O)N2CCCN(C)CC2)ccc1Cl	-4	11	-0.9	-1	6	-3	5	0	-3
CCN(CC)CCOC(=O)C(O)(c1ccccc1)c1ccccc1	-1	0	-3.4	-1	3	0	-4	5	2
Cc1cc(=O)n(-c2ccccc2)n1-c1ccccc1	-3	5	-0.3	-4	3	-2	-2	0	7
CCCCCCn1c(O)c(C=NCCN2CCOCC2)c(=O)[nH]c1=O	1	-8	0.6	10	-1	5	2	3	1
O=C1Nc2cc(C(=O)N3CCC4(CC3)OCCO4)ccc2NC1CSCc1cccc(F)c1 (stereo not given)	-1	5	-0.4	61*	-3	nt	-1	3	-9
CCC[C@H](N[C@@H](CCC)[C@H](O)c1ccccc1)[C@H](O)c1ccccc1	0	3	-0.9	0	-6	5	-1	2	1
O=C1NC(=O)N(Cc2ccc(F)cc2)C(=O)/C1=C/c1cccs1	0	9	1.9	12	-25	1	-1	5	-11
COC(=O)C1=C(c2ccc(OC)c(OC)c2)C[C@@H]2CC[C@H]1N2C(=O)NCc1cccc2ccccc12	0	nt	0.8	nt	15	-6	-2	nt	5
CCOP(=O)(OCC)C(NC(=O)Cc1ccccc1)C(Cl)(Cl)Cl (stereo not given)	-1	-1	-1.8	-1	-2	-1	0	3	-2
O=C(NCCN1CCOCC1)c1ccc(Cl)nc1	-1	-3	-0.5	0	3	2	0	-2	10
Cn1c(O)c(C=NC2CCCCCC2)c(=O)[nH]c1=S	3	5	-1.6	0	4	4	-4	5	-6
O=c1[nH]c(=O)n(Cc2ccco2)c(O)c1C=NCCCn1ccnc1	-1	0	-0.3	10	4	1	22	7	8
CC(C(=O)O)N(C(=O)c1ccccc1)c1ccc(F)c(Cl)c1 (stereo not given)	-2	-1	2.0	-3	8	0	3	0	-4
CC(=O)c1cn(CCCOc2ccccc2)c2ccccc12	1	3	3.0	-1	-7	-3	-5	2	-3
Cc1ccc(CN2CCN(Cc3ccccc3)CC2)cc1	-5	-8	1.5	-6	-1	0	-2	2	8
Clc1ccc(CN2CCNCC2)cc1	-4	3	2.0	-4	3	7	-1	-2	3
COc1ccc2nc(/N=C/c3c(O)n(-c4cccc(Cl)c4)c(=O)[nH]c3=O)sc2c1	-2	-1	-2.1	55*	-11	3	18	-2	-6
CCC(=NCCCN1CCOCC1)c1c(O)n(-c2ccccc2C)c(=O)[nH]c1=O	-6	-11	3.4	-2	2	2	-2	-1	1
O=c1c2ccccc2nc(-c2ccccc2)n1-n1cccc1	-1	-3	0.5	2	-6	0	74*	1	4
CCOC(=O)C(O)(c1ccc(N=Cc2ccccc2O)c(C)c1)C(F)(F)F (stereo not given)	-5	7	-2.0	9	0	1	-3	1	-2
O=C(c1cccc(C(F)(F)F)c1)C1CCCN(Cc2ccccc2O)C1 (stereo not given)	-1	-5	0.4	-5	-4	-5	3	2	0
COc1ccc(CN2CCCC(C(=O)c3ccc(Cl)cc3)C2)c(OC)c1 (stereo not given)	1	5	-0.5	0	2	2	1	3	-2
Cc1ccccc1NC(=O)CCl	-3	-1	-0.6	-4	2	0	0	0	2
O=C1CC(=O)N(c2ccc(Cl)cc2Cl)C(=O)N1	-1	2	-2.1	37*	-3	-2	0	3	-6
O=C1NC(=O)N(Cc2ccccc2)C(=O)/C1=C/c1cnc(-c2ccccc2)nc1	-4	8	2.9	16	-26	2	-5	-2	-12
COc1ccccc1N(CC(=O)NC1CCCC1)C(=O)c1cnn(C(C)C)c1	-4	-5	3.0	0	9	-8	2	-3	10
O=c1[nH]c(=O)n(Cc2ccccc2)c(O)c1/C=N/Nc1c(F)c(F)c(F)c(F)c1F	-5	1	-0.2	6	2	nt	3	2	-10
CC(=O)c1ccc(OC(NC(=O)Cc2ccccc2)C(Cl)(Cl)Cl)cc1 (stereo not given)	2	-5	4.3	-4	12	-16	2	0	-8
C=CCn1c(O)c(C(CC)=Nc2ccccc2NC(C)=O)c(=O)[nH]c1=O	-5	-2	-0.3	3	10	5	0	0	-7
Cc1ccc(C(=O)Nc2ccc(Cl)cc2C(=O)c2ccccc2)cc1	3	-8	1.2	7	0	-6	4	0	10
O=C(/C=C/c1c[nH]c2ccccc12)c1c(O)n(CCc2ccccc2)c(=O)[nH]c1=O	1	10	-0.1	169*	-11	nt	21	5	-14
COc1cc(CC2C(=O)N(C)C(=O)N(C)C2=O)ccc1OCc1ccccc1	5	-6	4.3	2	2	-8	3	-2	3
CSCCC(NC(=O)CCC(=O)OC1CC[C@H]2[C@@H]3CC[C@H]4CC(=O)CC[C@]4(C)[C@H]3CC[C@]12C)C(=O)O (stereo not given in full)	0	4	-1.3	0	-1	1	-1	3	1
O=C(c1cc(-c2cccnc2)nc2ccccc12)N1CCC2(CC1)OCCO2	-5	2	-0.6	-1	9	-7	-3	4	8
Cc1ccc(S(=O)(=O)c2nc(-c3ccccc3Cl)oc2N(C)C2CCN(C)CC2)cc1	nt	nt	nt	nt	-6	-2	-3	nt	1
COc1ccc(CCNCc2cccn2C)cc1OC	0	-4	-5.7	1	-8	5	1	-3	-9
O=C(c1ccc2c(c1)ncn2C1CCCCC1)N1CCC2(CC1)OCCO2	-4	4	2.2	-5	5	nt	3	-7	-2
C[C@]12CCC(=O)C=C1CC[C@@H]1C2CC[C@]2(C)C(=O)CCC12 (stereo not given in full)	-4	6	1.9	2	0	-4	1	8	2
Cc1ccc(C2N3CCCN23)cc1 (stereo not given)	-1	-3	0.6	-4	3	4	1	-3	2
Oc1c(Cl)c(Cl)c(Cl)c(Cl)c1Cl	6	-2	1.3	2	-3	10	79*	-1	2
CCCNC(=O)N1[C@H]2CC[C@@H]1C(C(=O)OC)=C(c1cc3ccccc3s1)C2	-1	2	0.6	0	13	0	-1	-1	8
Oc1c(Cl)cc(Cl)cc1CN1CCN(Cc2ccccc2)CC1	-2	4	1.9	4	-2	2	5	1	5
Cc1ccc2c(c1)C1CN(C)CCC1N2C(=O)/C(C#N)=C/c1ccc2c(c1)OCO2 (stereo not given)	-2	3	-0.7	2	-1	10	2	0	-3
CC(=NCCc1c[nH]c2ccccc12)c1c(O)n(Cc2ccccc2)c(=O)[nH]c1=O	1	4	4.9	0	-7	-2	-3	4	0
O=C(O)C(O)(c1ccccc1)C1CCCCC1 (stereo not given)	1	-11	-0.7	-2	-3	1	2	12	5
CCc1c(-c2ccccc2)nc2ccccc2c1C(=O)N1CCC2(CC1)OCCO2	-3	5	0.5	-1	2	-1	3	3	11
CC/C(=N\N1CCN(C)CC1)c1c(O)[nH]c(=O)[nH]c1=O	-1	-7	1.9	-1	-6	-1	1	1	7
CSCCC(N=Cc1c(O)n(-c2ccc(F)cc2)c(=O)[nH]c1=O)C(=O)OC(C)(C)C (stereo not given)	-1	-4	0.9	-2	0	-8	0	-1	7
COc1ccc(C2NCc3ccc4c(c3-n3cccc32)OCO4)cc1OC (stereo not given)	2	-25	1.7	4	8	3	4	1	-3
CC(C)OP(=O)(O)NC(=O)c1ccccc1	0	-8	0.1	-2	1	2	3	-6	3
COc1ccc(C2=NCC(=O)N(CC(=O)NCc3ccco3)c3sc4c(c32)CCCC4)cc1	5	17	4.4	1	-15	5	2	5	-4
Cc1cc(O)c2c(C)c(CC(=O)N3C[C@H]4C[C@@H](C3)c3cccc(=O)n3C4)c(=O)oc2c1	-7	1	1.0	-2	3	3	0	1	0
COC(=O)C1=C(c2c(C)noc2C)C[C@@H]2CC[C@H]1N2C(=O)N1CCCC1	-1	nt	2.3	nt	0	-6	0	nt	4
CCOc1cc(C=C2C(=O)NC(=O)NC2=O)ccc1OS(=O)(=O)c1ccccc1	4	11	0.8	2	-16	5	7	0	-12

One compound at a time, as listed above:
Results for Cc1ccc(C(=O)Nc2ccc(Cl)cc2C(=O)c2ccccc2)cc1 = PP1 inh: 3; core dimer inh: -8; PP5 primary: 1.2; TPT1 inhibitor: 7; proCasp7 act: 0; PAFAH2 FP inh: -6; AHR act: 4; Fh CTSL1 inh: 0; proCasp3 act: 10
Results for COc1ccc(C2=NCC(=O)N(CC(=O)NCc3ccco3)c3sc4c(c32)CCCC4)cc1 = PP1 inh: 5; core dimer inh: 17; PP5 primary: 4.4; TPT1 inhibitor: 1; proCasp7 act: -15; PAFAH2 FP inh: 5; AHR act: 2; Fh CTSL1 inh: 5; proCasp3 act: -4
